D2 ag = activates the human D2 dopamine receptor; HEK293 T-REx D2 cells, calcium flux agonist mode; AID 485358; activation, % at 2 µM; P14416; 0.53% of 340,000 active;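 active = activation over 3 SD above normal in the single-dose calcium agonist read, cut at about 30% in these data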; note: 0% is about no effect
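Agonism scored from kinetic calcium signal (1 read/sec, 180 s) following compound pin transfer, after a 10 s baseline. Cells: HEK293 Trex line expressing inducible D2 receptor coupled to calcium, dye-loaded after overnight culture at 30 C.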
D1 ag = activates the human D1 dopamine receptor; HEK293 T-REx D1 cells, calcium flux, agonist mode; activation, % at 2 µM; 1% of 360,000 active; AID 504660; note: 0% is about no effect
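Agonism was scored from calcium flux recorded over 180 s (1 read/s) after pintool compound addition, following a 10-cycle baseline. Cells were inducible force-coupled HEK293 TREx D1, plated overnight at 30 C and loaded with no-wash calcium dye.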
TRHR PAM = allosterically enhances the human TRH receptor; AID 493056; 0.66% of 360,000 active; enhancement, % at 2 µM; TRHR cells, fluo-8 calcium fluorescence, EC20 TRH enhancement; P34981; in the data active = enhancement above about 30%; note: 0% is about no effect
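TRHR-expressing cells loaded with fluo-8 calcium dye were read kinetically (ex 480/em 530) during compound addition, then stimulated with an EC20 of TRH (10 nM final). Enhancement of the Gq-mediated intracellular calcium response was scored.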
TRHR agonist = activates the human TRH receptor | TRHR cells, calcium flux fluo-8, FDSS agonist mode | activation, % at 2 µM | 0.18% of 360,000 active | P34981; note: 0% is about no effect
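Read-out: compound-evoked intracellular calcium rise in TRHR cells, fluo-8 dye, kinetic FDSS fluorescence at 1 s/cycle following a 10-cycle baseline. Cells cultured overnight before dye loading (30 min–1.5 h, RT).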
D1 antagonist = human D1 dopamine receptor antagonism | 3.2% of 360,000 active | HEK293 TREx D1 cells, calcium flux, dopamine EC80; active compounds read low | activity change, negative = inhibition, % at 10 µM; in the data active = activity change below about -30%; note: % is set by controls: 0 for no effect and ±100 for the full control effect
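Kinetic fluorescence of a calcium dye serves as the read-out. D1-expressing Hek293 Trex cells, induced overnight at 30 C, are exposed to compound for 180 s before an EC80 dopamine addition, then read 180 s further.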
D2 antagonist = antagonists of human D2 dopamine receptor; HEK293 TREx D2 cells, calcium flux, dopamine EC80; inhibition, % at 10 µM; 2% of 340,000 active; AID 485344; in the data active = inhibition above about 30%; note: 0% is about no effect
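Read-out: kinetic calcium fluorescence (1 cycle/s) in inducible HEK293 T-REx D2 cells after an EC80 dopamine addition that followed 180 s compound preincubation. Loss of the dopamine response indicates antagonism.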
D2 potentiator = D2 dopamine receptor (human) potentiation | P14416 | HEK293 T-REx D2, calcium flux, EC20 dopamine potentiation | potentiation, % at 10 µM | 0.34% of 340,000 active | AID 485347;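 active = potentiation over 3 SD above the plate norm, cut at about 30% in these data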; note: 0% is about no effect
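Using a no-wash calcium dye in inducible, force-coupled HEK293 Trex cells expressing D2, we tracked fluorescence each second for 180 s after compound, then for 180 s after EC20 dopamine to detect augmented signalling.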
D1 potentiator = potentiators of human D1 dopamine receptor; P21728; HEK293 TREx D1 cells, calcium flux, dopamine EC20 potentiation; potentiation, % at 10 µM; 0.036% of 360,000 active; in the data active = potentiation above about 30%; note: 0% is about no effect
RXFP1 antagonist = RXFP1 (human) relaxin receptor antagonism; Q9HBX9; HEK293-RXFP1, relaxin-stimulated cAMP HTRF, 30 min; active compounds read low; activity change, negative = inhibition, % at 57.5 µM; 0.59% of 350,000 active; AID 1259400;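 active = activity change of -60% or lower, but not beyond a set lower limit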; note: % is set by controls: 0 for no effect and ±100 for the full control effect
Target sequence (Q9HBX9 whole entry, looked up): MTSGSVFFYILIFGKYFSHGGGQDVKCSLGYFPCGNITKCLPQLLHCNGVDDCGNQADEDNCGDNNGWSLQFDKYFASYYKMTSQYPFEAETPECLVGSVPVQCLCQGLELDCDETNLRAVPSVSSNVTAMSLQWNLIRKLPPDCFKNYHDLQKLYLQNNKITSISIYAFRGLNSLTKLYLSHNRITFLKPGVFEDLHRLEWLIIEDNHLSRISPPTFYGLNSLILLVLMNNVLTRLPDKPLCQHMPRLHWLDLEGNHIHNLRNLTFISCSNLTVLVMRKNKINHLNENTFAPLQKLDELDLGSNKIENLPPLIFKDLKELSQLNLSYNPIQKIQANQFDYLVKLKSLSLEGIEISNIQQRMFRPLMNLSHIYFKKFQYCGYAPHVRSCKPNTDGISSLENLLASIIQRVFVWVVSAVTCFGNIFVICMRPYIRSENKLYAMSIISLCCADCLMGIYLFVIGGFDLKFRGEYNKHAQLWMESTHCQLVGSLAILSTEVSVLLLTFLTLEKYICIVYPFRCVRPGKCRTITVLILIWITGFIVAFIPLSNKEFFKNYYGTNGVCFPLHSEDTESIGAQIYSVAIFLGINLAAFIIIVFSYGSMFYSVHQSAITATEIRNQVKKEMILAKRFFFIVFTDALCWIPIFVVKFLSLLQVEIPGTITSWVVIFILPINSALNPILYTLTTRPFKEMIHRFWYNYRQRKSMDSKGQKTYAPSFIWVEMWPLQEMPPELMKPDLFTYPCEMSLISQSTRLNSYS
Active calls of the source: *; . = no result given. Cut-off read from the data, not from the text of the source, unless noted: active = activation above about 30%; inactive = the rest. This is a random part of the collection; any-hit rate near 7.1%.

The line under a structure holds: D2 ag, D2 potentiator, D1 ag, RXFP1 antagonist, TRHR agonist, D2 antagonist, D1 potentiator, TRHR PAM, D1 antagonist
> CC(=O)Nc1cc(C(=O)N2CCc3ccccc3C2)ccc1Sc1ccc(C)cc1
 : -0.7, 8, 1, 5, -0.4, -5, 3, -1, 7
> O=C(Nc1cccnc1Cl)c1ccc(S(=O)(=O)N2CCCCCC2)cc1
 : -0.3, 1, 5, 2, 0.2, -7, -1, 15, .
> Cc1cc(OCCCC(=O)N2CCCCC2)cc(C)c1Cl
 : -1.8, -9, 2, -6, -1.3, 3, -2, -1, -1
> O=C(CCc1nnc(CCCCc2ccccc2)o1)N1CCCCC1CCO (stereo not drawn)
 : 0.4, 7, 5, 2, -0.5, -10, -2, 3, 14
> O=C(Nc1ccc(S(=O)(=O)N2CCOCC2)cc1)C1CCCCC1
 : 0.7, -9, 6, 10, -0.1, -3, 43*, 3, -2
> O=C(c1cc2nc(-c3ccccc3)cc(C(F)(F)F)n2n1)N1CCN2CCCC2C1 (stereo not drawn)
 : -0.5, 11, 1, 1, -0.9, -13, -9, 12, 3
> O=C(Nc1nc(=O)c2ccccc2s1)c1ccc(F)cc1
 : -1.1, 1, 1, -21, -0.1, -18, 5, -1, 8
> CCOC(=O)c1ccc(NC(=S)N(CCN(C)C)Cc2cccs2)cc1
 : -0.8, 9, 8, -11, 0.8, -7, -6, 7, -14
> O=c1oc(CCO)cc2ccc(C#Cc3ccsc3)cc12
 : 0.0, -6, 1, ., -0.4, -14, -3, 21, .
> CC(C)NC(=O)c1ccccc1NC(=O)CS(=O)(=O)Cc1ccccc1
 : 0.8, 13, 2, 1, -0.3, 0, -3, 5, -3
> CCOc1ccc2c(CC)cc(=O)oc2c1OCC
 : -0.5, -3, 1, -2, -0.5, -7, -2, -4, 16
> COC(=O)c1ccc(Cl)c(NC(=O)Cc2ccccc2[N+](=O)[O-])c1
 : 0.3, -7, 0, -7, -0.3, -4, 1, -4, -9
> O=C(N[C@@H](Cc1ccccc1)C(=O)OCc1ccccc1)c1nc[nH]c1C(=O)N1CCN(c2ccccc2)CC1
 : -0.2, -3, 2, ., 0.0, -14, 0, 1, 13
> Cc1cccc(C(=O)NCC(=O)N(C)CC(=O)Nc2ccc(N3CCOCC3)cc2)c1
 : -0.7, 0, 3, 0, 0.1, -2, 2, -3, -21
> Cc1cc(OCC(=O)NCC2CCC(C(=O)O)CC2)c2c(C)c(C)c(=O)oc2c1 (stereo not drawn)
 : -0.5, 8, 1, ., 0.1, 1, -2, 1, 5
> COc1ccc(-n2c(SCC(=O)c3c(N)n(C)c(=O)n(C)c3=O)nc3ccccc32)cc1
 : 0.0, 11, 2, 1, 0.4, -6, 12, 9, 9
> O=C(CN(c1cccc(Cl)c1)S(=O)(=O)c1ccc(Cl)cc1)N1CCc2ccccc2C1
 : 4.0, 6, 6, -2, 0.3, -16, -1, -2, -16
> CSc1nnnn1-c1ccc(C(=O)OCC(=O)N2CCOCC2)cc1
 : 0.6, -9, 4, 17, 1.2, 12, -1, -2, -5
> Cc1nc2cc(NC(=O)N3CCN(c4ccccn4)CC3)ccc2o1
 : -0.8, 2, 2, 11, 0.0, 7, -10, 5, 2
> Cc1ccccc1NS(=O)(=O)c1cc(C(=O)NCCC2=CCCCC2)ccc1C
 : -0.2, -1, 2, -7, -0.1, -14, -1, -1, 3

Part of the list above in order of molecular weight, high to low:
The line under a structure holds: D2 ag, D2 potentiator, D1 ag, RXFP1 antagonist, TRHR agonist, D2 antagonist, D1 potentiator, TRHR PAM, D1 antagonist
> O=C(N[C@@H](Cc1ccccc1)C(=O)OCc1ccccc1)c1nc[nH]c1C(=O)N1CCN(c2ccccc2)CC1
 : -0.2, -3, 2, ., 0.0, -14, 0, 1, 13
> O=C(CN(c1cccc(Cl)c1)S(=O)(=O)c1ccc(Cl)cc1)N1CCc2ccccc2C1
 : 4.0, 6, 6, -2, 0.3, -16, -1, -2, -16
> Cc1cccc(C(=O)NCC(=O)N(C)CC(=O)Nc2ccc(N3CCOCC3)cc2)c1
 : -0.7, 0, 3, 0, 0.1, -2, 2, -3, -21
> CC(=O)Nc1cc(C(=O)N2CCc3ccccc3C2)ccc1Sc1ccc(C)cc1
 : -0.7, 8, 1, 5, -0.4, -5, 3, -1, 7
> O=C(c1cc2nc(-c3ccccc3)cc(C(F)(F)F)n2n1)N1CCN2CCCC2C1 (stereo not drawn)
 : -0.5, 11, 1, 1, -0.9, -13, -9, 12, 3
> Cc1ccccc1NS(=O)(=O)c1cc(C(=O)NCCC2=CCCCC2)ccc1C
 : -0.2, -1, 2, -7, -0.1, -14, -1, -1, 3
> Cc1cc(OCC(=O)NCC2CCC(C(=O)O)CC2)c2c(C)c(C)c(=O)oc2c1 (stereo not drawn)
 : -0.5, 8, 1, ., 0.1, 1, -2, 1, 5
> O=C(Nc1cccnc1Cl)c1ccc(S(=O)(=O)N2CCCCCC2)cc1
 : -0.3, 1, 5, 2, 0.2, -7, -1, 15, .
> O=C(CCc1nnc(CCCCc2ccccc2)o1)N1CCCCC1CCO (stereo not drawn)
 : 0.4, 7, 5, 2, -0.5, -10, -2, 3, 14
> O=C(Nc1ccc(S(=O)(=O)N2CCOCC2)cc1)C1CCCCC1
 : 0.7, -9, 6, 10, -0.1, -3, 43*, 3, -2
> O=C(Nc1nc(=O)c2ccccc2s1)c1ccc(F)cc1
 : -1.1, 1, 1, -21, -0.1, -18, 5, -1, 8

Single values from above:
Under D2 potentiator, CCOC(=O)c1ccc(NC(=S)N(CCN(C)C)Cc2cccs2)cc1 is entered as 9
Under TRHR agonist, Cc1cc(OCCCC(=O)N2CCCCC2)cc(C)c1Cl is entered as -1.3

Next entries.
The line under a structure holds: D2 ag, D2 potentiator, D1 ag, RXFP1 antagonist, TRHR agonist, D2 antagonist, D1 potentiator, TRHR PAM, D1 antagonist
> CCN(CC)CCn1c2c(c(SCC(=O)Nc3ccccc3Cl)nc1=O)CCC2
 : -0.3, -3, 1, -1, 0.0, 0, 0, 2, 9
> NC(=O)CC(NC(=O)Cc1cccc2ccccc12)c1ccc(NCCN2CCCC2)c([N+](=O)[O-])c1 (stereo not drawn)
 : 1.0, 7, 1, ., -0.1, 16, -5, -5, -3
> CCC1(c2ccccc2)NC(=O)N(CC(=O)Nc2cc(S(=O)(=O)N3CCOCC3)ccc2OC(C)C)C1=O (stereo not drawn)
 : 0.5, 17, 16, -9, -0.6, 5, -2, 11, -29
> Cc1ccc(/C=N/NC(=O)c2nnn(-c3nonc3N)c2-c2cccs2)cc1
 : 25, 18, 163*, -16, 1.0, 32*, 19, 20, 96
> Cc1occc1C(=O)N/N=C/C(Br)=C/c1ccccc1
 : 2.0, -2, 6, -34, 0.7, -2, -5, -7, -21
> COc1ccc(C(=O)/C=C/N2CCCCC2)cc1OC
 : -0.2, -8, 0, 11, 0.1, 10, -6, -2, -14
> CNC(=O)CSCCn1c(SCC(=O)NC)nc2ccccc2c1=O
 : -1.3, 5, 0, -4, 0.7, 8, -4, -1, 1
> CC(=O)c1ccc(N(C(=O)CNC(=O)c2ccco2)C(C(=O)NC2CCCC2)c2ccco2)cc1 (stereo not drawn)
 : -0.7, 2, 1, 9, 1.0, 1, -3, 5, 7
> COc1cc(/C=N/O)cc(Cl)c1OC
 : -0.5, 9, 89*, 0, -0.2, 3, 0, 0, 38
> COCCNC(=O)Cn1c(=O)n(CCC(=O)NCCc2ccccc2)c(=O)c2ccccc21
 : ., ., 1, -4, 0.0, ., -6, 1, -1
> COc1cccc(N(CC(=O)NCC2CCCO2)C(=O)CCC(=O)Nc2nccs2)c1 (stereo not drawn)
 : 0.0, 6, 3, -2, 0.1, -2, -12, -6, -13
> CCOc1ccc(NC(=O)c2cnn(-c3ccc(C)c(Cl)c3)c2C2CCNCC2)cc1
 : ., 2, 1, ., 0.4, ., -4, 11, 16
> CCn1c(SCC(=O)Nc2c(C)cccc2C)nnc1-c1nonc1NC(C)=O
 : -1.9, -1, 9, 1, -1.2, ., 0, 6, 11
> Cc1ccc(C2CC(c3cccs3)=NN2C(=O)c2ccco2)o1 (stereo not drawn)
 : -0.9, 13, 2, 11, -1.2, -7, 0, 4, -5
> CC1CN(C(=O)c2cccc(S(=O)(=O)N3CCOCC3)c2)CC(C)O1 (stereo not drawn)
 : 1.7, -14, 2, -9, 0.0, 2, -6, 1, -2
> O=C(CSc1ncccc1-c1nc2ccccc2[nH]1)Nc1ccc2c(c1)OCCO2
 : -1.1, 10, 4, ., -0.2, 0, -6, -3, 25
> O=C(OCc1cc2ccccc2[nH]c1=O)C1CCCCC1
 : 0.3, 14, 3, -6, 0.8, -1, 5, 5, 1
> N#Cc1nc(COc2ccccc2Cl)oc1N1CCCCCC1
 : -0.4, -7, 5, ., -1.2, -36, 2, -13, -5
> C=CCOc1ccc(/C=C/C(=O)OCC(=O)NCC2CCCO2)cc1 (stereo not drawn)
 : -0.4, -1, 10, -3, -0.6, 4, -3, -3, 3
> COc1ccc(C(=O)NC2CCN(C(=O)NC3CCCCC3)CC2)cc1
 : ., ., 1, 4, -0.2, ., -1, 6, -4

(cont.)
The line under a structure holds: D2 ag, D2 potentiator, D1 ag, RXFP1 antagonist, TRHR agonist, D2 antagonist, D1 potentiator, TRHR PAM, D1 antagonist
> COC(=O)c1ccc(-c2sc3nc(N4CCOCC4)c4c(c3c2N)CC(C)(C)OC4)o1
 : 0.1, 17, 2, 11, 0.8, -9, -4, 8, -7
> COc1ccc(-n2ncc3c(NC(C)(C)CO)ncnc32)cc1
 : 0.6, 9, -4, 2, 0.1, ., -1, 6, -10
> Cc1ccc(S(=O)(=O)NCC(=O)OCC(=O)Nc2ccccc2OC(F)F)cc1
 : -0.2, -5, 4, 1, -0.8, 0, -1, 2, 0
> Cc1ccc(NC(=O)CNC(=O)c2cccs2)cc1S(=O)(=O)Nc1ccc(Cl)cc1
 : ., ., 4, -7, 0.4, ., 5, -3, -23
> COc1ccc(N2C(=O)CC2(C#N)c2ccc(OCc3ccccc3)cc2)cc1 (stereo not drawn)
 : 0.1, -9, 11, -5, 0.1, 17, -4, 4, -4
> CCNc1nc(SC(C)C(=O)OC)nc(N2CCOCC2)n1 (stereo not drawn)
 : 0.6, 19, 9, -5, -0.6, -2, -1, 24, 2
> O=C(Cc1ccccc1F)OCC(=O)N1CCc2ccccc21
 : -0.1, -3, 1, -6, 0.0, 5, -1, 5, -3
> O=C(CCN1C(=O)S/C(=C\c2cccs2)C1=O)Nc1nccs1
 : -0.2, 0, 3, -3, 1.0, 10, -2, 3, -4
> CN(C)c1nc(SCC#N)nc(N(C)C)n1
 : -0.7, 5, 0, -4, -0.1, -24, -8, -4, -74*
> COC(=O)c1ccccc1NC(=O)c1ccc(=O)n(Cc2cccc(C)c2)c1
 : 0.6, -5, 6, ., -0.1, ., 0, -1, -10
> Cc1cc(C)c([N+](=O)[O-])cc1NC(=O)CCS(=O)(=O)c1ccccc1
 : -0.7, -8, 1, 3, -1.5, 6, 0, 0, -11
